From PubChem BioAssay
DYRK1A inh – Dyrk1A (rat) kinase inhibition; ADP-Glo luminescence, NFATc1 peptide; inhibition, % at 12.5 µM; 310,000 compounds, 0.43% hits; AID 504441; in the data active = inhibition above about 50%;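 also: plate controls were vehicle with enzyme for no effect and no enzyme for full effect; many of its hits are not listed in these tables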
RGS4 block – human RGS4 inhibition; P49798; HEK293 M3R/RGS4 inducible, Fluo-4 calcium flux; hits give high values; triggered by carbachol at its EC20; AID 463165; 310,000 compounds, 0.45% hits; B-score at 10 µM;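 active = B-score, a plate-corrected calcium signal, over three deviations above library mean, with baseline fluorescence within five deviations of library mean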;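 also: RGS4 expression induced by doxycycline in cells with stable M3 receptor; B-score is computed from the integrated fluorescence ratio over baseline after carbachol; higher B-score means a larger calcium signal and so more RGS4 inhibition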
Target sequence (P49798 whole entry, looked up): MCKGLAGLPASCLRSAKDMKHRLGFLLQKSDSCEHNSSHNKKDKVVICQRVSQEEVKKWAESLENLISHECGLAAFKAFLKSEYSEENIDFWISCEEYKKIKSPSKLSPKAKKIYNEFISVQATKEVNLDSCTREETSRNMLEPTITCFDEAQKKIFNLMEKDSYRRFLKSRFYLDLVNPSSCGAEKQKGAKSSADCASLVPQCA
PolyA inhibitor – blocks polyadenylation in yeast reporter cells | 300,000 compounds, 0.02% hits | calls only at 12 µM | S. cerevisiae SKY197-pL101 polyadenylation reporter, beta-gal luminescence; efflux-impaired pdr1/pdr3 knockout yeast; score 100 = 6 SD above DMSO;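 active = lowest replicate activity score at least 50, where 100 means six control SD above control mean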;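 also: yeast exposed to compound for 9 h at 30 °C; higher score means more reporter readthrough which indicates perturbed polyadenylation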
GSK3beta inhib – blocks human GSK3beta kinase activity; GST-GSK3beta kinase, ADP-Glo luminescence, 60 min; hits give low values; activity score (negative = inhibition), % at 10 µM; 300,000 compounds, 0.038% hits; AID 2097;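 active = more than half of replicate wells score below -50%, meaning over 50% inhibition versus plate controls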;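 also: 0% = median DMSO wells and -100% = median GW8510 positive control wells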
Target sequence (P49841 whole entry, looked up): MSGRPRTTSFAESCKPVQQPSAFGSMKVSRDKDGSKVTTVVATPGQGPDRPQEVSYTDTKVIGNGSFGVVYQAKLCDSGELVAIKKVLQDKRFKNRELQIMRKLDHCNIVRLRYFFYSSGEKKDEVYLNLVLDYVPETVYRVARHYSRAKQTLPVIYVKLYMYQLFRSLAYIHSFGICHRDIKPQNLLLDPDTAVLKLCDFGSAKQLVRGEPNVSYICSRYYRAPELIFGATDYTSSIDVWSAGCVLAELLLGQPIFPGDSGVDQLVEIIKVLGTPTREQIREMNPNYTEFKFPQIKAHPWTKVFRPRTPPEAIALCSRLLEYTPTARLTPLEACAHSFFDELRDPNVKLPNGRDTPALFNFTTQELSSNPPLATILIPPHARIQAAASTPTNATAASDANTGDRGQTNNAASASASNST
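Test system: GST-fused GSK3beta enzyme, cell-free | Quantity: 1.6 ng GST-GSK3beta enzyme per well | Reagent: 25 µM ATP with peptide substrate | Schedule: 60 min enzyme reaction, room temperature | Signal: Luminescent ADP-Glo measurement of ADP formed | Read-out basis: Score relative to plate controls | Control set: DMSO and 20 µM GW8510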
KCNQ1 inh – inhibitors of human KCNQ1 potassium channel. CHO-K1 KCNQ1, FluxOR thallium flux fluorescence; hits give high values. 310,000 compounds, 1.3% hits. AID 2642. P51787. B-score at 10 µM;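 active = compounds whose thallium flux B-score, printed positive for inhibition, exceeds three library SD while starting fluorescence stays within three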;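 also: channel opened by potassium depolarization with thallium stimulus after 20 min compound exposure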
KCNK9 block – human KCNK9 channel inhibition. Q9NPC2. HEK293 KCNK9, FluxOR thallium flux fluorescence; hits give low values. B-score at 10 µM. 310,000 compounds, 1.2% hits;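 active = ratio B-score over 3 SD below the library mean, with starting fluorescence within 5 SD of its mean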;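 also: negative B-score means less thallium flux so channel inhibition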
KCNK3 block – human KCNK3 channel inhibition, primary screen | O14649 | B-score at 10 µM | CHO-KCNK3 thallium flux, FluxOR fluorescence; hits give low values | 340,000 compounds, 0.84% hits | AID 602410;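 active = B-score under library mean minus 4 SD, starting fluorescence ratio at most library mean plus 5 SD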;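 also: more negative B-score means stronger inhibition of thallium flux through KCNK3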
GSK3 alpha inh – human GSK-3 alpha kinase inhibition | 320,000 compounds, 0.1% hits | ADP-Glo luminescence, 60 min | inhibition, % at 10 µM | P49840;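 in the data active = inhibition above about 50%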;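 also: GST-tagged GSK-3 alpha with peptide substrate and 25 µM ATP; 0% = DMSO neutral wells and 100% = GW8510 positive control wells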
Target sequence (P49840 whole entry, looked up): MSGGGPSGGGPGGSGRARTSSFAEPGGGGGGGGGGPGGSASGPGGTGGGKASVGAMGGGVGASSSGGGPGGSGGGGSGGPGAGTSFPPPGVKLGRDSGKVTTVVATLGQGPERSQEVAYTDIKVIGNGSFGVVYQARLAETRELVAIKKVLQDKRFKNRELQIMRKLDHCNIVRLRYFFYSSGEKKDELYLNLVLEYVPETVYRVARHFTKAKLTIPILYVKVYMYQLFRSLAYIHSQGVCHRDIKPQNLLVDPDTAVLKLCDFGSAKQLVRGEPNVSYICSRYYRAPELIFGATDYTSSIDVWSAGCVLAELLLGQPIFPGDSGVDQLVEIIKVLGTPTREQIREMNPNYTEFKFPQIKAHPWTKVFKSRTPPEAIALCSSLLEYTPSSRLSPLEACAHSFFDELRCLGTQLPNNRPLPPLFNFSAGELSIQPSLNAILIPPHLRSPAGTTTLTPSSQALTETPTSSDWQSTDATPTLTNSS
RGS4 pot – RGS4 potentiation or activation; 310,000 compounds, 0.92% hits; B-score at 10 µM; HEK293 M3R/inducible RGS4, carbachol calcium flux Fluo4; hits give low values; AID 463111;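 active = B-score of the integrated calcium signal more than 4 SD below the library mean, with starting fluorescence not abnormally high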;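 also: negative B-score means reduced calcium response which marks RGS4 activation or potentiation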
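Material: Inducible-RGS4 HEK293 cells carrying M3 receptor; also added: carbachol at ECmax as muscarinic agonist stimulus; incubation: compound preincubation 20 min at room temperature before agonist; signal: Fluo4-AM (2 µM) calcium-flux fluorescence, kinetic read; measure: integrated calcium ratio converted to B score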
hERG rescue – compounds protecting human hERG from proarrhythmic drug block; Q12809; CHO-hERG, FluxOR thallium flux, dofetilide IC70 present; activation (rescue from dofetilide block), less the hit threshold, % at 10 µM; 310,000 compounds, 0.51% hits; AID 1511;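 active = activation above the mean of controls blocked by dofetilide plus 5 SD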;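 also: thallium influx through hERG after potassium depolarization seen as dye fluorescence rise; in these data hits start at about 4.7%; inactives centre near -7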
KCNQ1 pot – human KCNQ1 channel potentiation or activation; P51787; CHO-K1 KCNQ1, thallium flux FluxOR fluorescence; hits give high values; B-score at 10 µM; 310,000 compounds, 0.35% hits;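 active = fluorescence ratio B-score, a plate-corrected score, at least three library SD, with initial intensity B-score within 5 SD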
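Assay system: CHO-K1 cells stably expressing KCNQ1. Medium: assay buffer for compound exposure, DMSO matched across wells. Timing: 37 °C overnight plating, 90-min dark dye load, 20-min compound pretreatment. Signal: kinetic FluxOR fluorescence, 10 s baseline plus 110 s post-stimulus.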
An asterisk follows results filed as active.

For CCc1ccc(-c2cc3c(=O)n(CC(=O)NCCCN4CCC(Cc5ccccc5)CC4)nc(C)n3n2)cc1 the results were RGS4 block inactive, PolyA inhibitor inactive, GSK3beta inhib -5, KCNQ1 inh inactive, KCNK9 block inactive, KCNK3 block inactive, GSK3 alpha inh 2, RGS4 pot inactive, hERG rescue -30 and KCNQ1 pot inactive.
COc1cc(Cc2nccc3cc(OC)c(OC)cc23)c(S(=O)(=O)O)cc1OC was read as DYRK1A inh 4, RGS4 block inactive, PolyA inhibitor inactive, GSK3beta inhib 1, KCNQ1 inh inactive, KCNK9 block inactive, KCNK3 block inactive, GSK3 alpha inh -3, RGS4 pot inactive, hERG rescue -8 and KCNQ1 pot inactive.
Screening Cc1ccc(S(=O)(=O)N2CCN(C(=O)c3cccs3)CC2)cc1C returned DYRK1A inh -2, RGS4 block inactive, PolyA inhibitor inactive, GSK3beta inhib 0, KCNQ1 inh inactive, KCNK9 block inactive, KCNK3 block inactive, GSK3 alpha inh -1, RGS4 pot inactive, hERG rescue -10 and KCNQ1 pot inactive.
For COC(=O)CCCNC(=O)c1ccc2[nH]c(C)c(C)c2c1 the results were RGS4 block inactive, PolyA inhibitor inactive, GSK3beta inhib -4, KCNQ1 inh inactive, KCNK9 block inactive, KCNK3 block inactive, GSK3 alpha inh -2, RGS4 pot inactive, hERG rescue -11 and KCNQ1 pot inactive.
`Oc1ccc(N=Cc2ccc(OCc3ccccc3)cc2)cc1` gave DYRK1A inh -4, RGS4 block inactive, PolyA inhibitor inactive, GSK3beta inhib 4, KCNQ1 inh inactive, KCNK9 block inactive, KCNK3 block inactive, GSK3 alpha inh -1, RGS4 pot inactive, hERG rescue -9 and KCNQ1 pot inactive.
For Cc1cc(/C=C(/C#N)C(=O)O)c(C)n1-c1cccc2ccccc12 the results were DYRK1A inh -5, RGS4 block inactive, PolyA inhibitor inactive, GSK3beta inhib 1, KCNQ1 inh inactive, KCNK9 block inactive, KCNK3 block inactive, GSK3 alpha inh -3, RGS4 pot inactive, hERG rescue -11 and KCNQ1 pot inactive.
Screening N#C/C(=C\c1cn(CC(=O)N2CCCCC2)c2ccccc12)C(=O)NCc1ccc2c(c1)OCO2 returned DYRK1A inh 0, RGS4 block inactive, PolyA inhibitor inactive, GSK3beta inhib 2, KCNQ1 inh inactive, KCNK9 block inactive, KCNK3 block inactive, GSK3 alpha inh -1, RGS4 pot inactive, hERG rescue -8 and KCNQ1 pot inactive.
O=C(Nc1ccc(NC(=O)c2ccc(Cl)cc2Cl)cc1)c1ccc2c(c1)OCO2 was read as DYRK1A inh -9, RGS4 block inactive, PolyA inhibitor inactive, GSK3beta inhib -1, KCNQ1 inh inactive, KCNK9 block inactive, KCNK3 block inactive, GSK3 alpha inh -3, RGS4 pot inactive, hERG rescue -6 and KCNQ1 pot inactive.
Screening COc1cccc(CNC(=O)c2ccc(C)c(S(=O)(=O)N3CCCCC3)c2)c1 returned DYRK1A inh 3, RGS4 block inactive, PolyA inhibitor inactive, GSK3beta inhib 3, KCNQ1 inh inactive, KCNK9 block inactive, KCNK3 block inactive, GSK3 alpha inh 1, RGS4 pot inactive, hERG rescue -20 and KCNQ1 pot inactive.
O=C(CSc1ccccc1C(=O)O)c1ccccc1 was read as DYRK1A inh -5, RGS4 block inactive, PolyA inhibitor inactive, GSK3beta inhib 1, KCNQ1 inh inactive, KCNK9 block inactive, KCNK3 block inactive, GSK3 alpha inh -3, RGS4 pot inactive, hERG rescue -2 and KCNQ1 pot inactive.
CC1CCN(CCCNC(=O)C2CCN(S(=O)(=O)N3CCC4(CC3)OCCO4)CC2)CC1 was read as DYRK1A inh 1, RGS4 block inactive, PolyA inhibitor inactive, GSK3beta inhib 3, KCNQ1 inh inactive, KCNK9 block inactive, KCNK3 block inactive, GSK3 alpha inh -2, RGS4 pot inactive, hERG rescue -5 and KCNQ1 pot inactive.
For CNCCOc1ccccc1OC(C)C the results were DYRK1A inh -3, RGS4 block inactive, PolyA inhibitor inactive, GSK3beta inhib 1, KCNQ1 inh inactive, KCNK9 block inactive, KCNK3 block inactive, GSK3 alpha inh -2, RGS4 pot inactive, hERG rescue -10 and KCNQ1 pot inactive.
For CC(/C=C/C=C/c1ccccc1)=N/NC(=O)c1ccc2c(c1)OCCO2 the results were DYRK1A inh 3, RGS4 block inactive, PolyA inhibitor inactive, GSK3beta inhib 1, KCNQ1 inh inactive, KCNK9 block inactive, KCNK3 block inactive, GSK3 alpha inh -2, RGS4 pot inactive, hERG rescue -10 and KCNQ1 pot inactive.
For COc1ccc(CNC(=O)c2ccc3c(c2)NC(=O)C(C)S3)cc1 (configuration not stated) the results were DYRK1A inh 1, RGS4 block inactive, PolyA inhibitor inactive, GSK3beta inhib 1, KCNQ1 inh inactive, KCNK9 block inactive, KCNK3 block inactive, RGS4 pot inactive, hERG rescue -12 and KCNQ1 pot inactive.
`Brc1cc(Cc2nnc(-c3ccccc3)o2)c(Br)s1` gave DYRK1A inh -13, RGS4 block inactive, PolyA inhibitor inactive, GSK3beta inhib -1, KCNQ1 inh inactive, KCNK9 block inactive, KCNK3 block inactive, GSK3 alpha inh -1, RGS4 pot inactive, hERG rescue -2 and KCNQ1 pot inactive.
For O=C(Nc1ccccc1)Nc1ccccc1C(=O)NCC1CC1 the results were RGS4 block inactive, PolyA inhibitor inactive, GSK3beta inhib -4, KCNQ1 inh inactive, KCNK9 block inactive, KCNK3 block inactive, GSK3 alpha inh 10, RGS4 pot inactive, hERG rescue -12 and KCNQ1 pot inactive.
`CC[C@H](C)[C@H](NC(N)=O)C(=O)Nc1ccc(S(=O)(=O)NC(C)C)cc1` gave DYRK1A inh -1, RGS4 block inactive, PolyA inhibitor inactive, GSK3beta inhib -1, KCNQ1 inh inactive, KCNK9 block inactive, KCNK3 block inactive, GSK3 alpha inh -2, RGS4 pot inactive, hERG rescue -11 and KCNQ1 pot inactive.
`Cn1nnnc1SCC(=O)NCc1cccs1` gave DYRK1A inh 1, RGS4 block inactive, PolyA inhibitor inactive, GSK3beta inhib 5, KCNQ1 inh inactive, KCNK9 block inactive, KCNK3 block inactive, GSK3 alpha inh -3, RGS4 pot inactive, hERG rescue -5 and KCNQ1 pot inactive.
`O=C(NN=C1CCCC1)c1ccccc1O` gave RGS4 block inactive, PolyA inhibitor inactive, GSK3beta inhib 2, KCNQ1 inh inactive, KCNK9 block inactive, KCNK3 block inactive, GSK3 alpha inh 0, RGS4 pot inactive, hERG rescue -5 and KCNQ1 pot inactive.
Screening CN(C(=O)COC(=O)C1CCN(S(=O)(=O)c2c(Cl)cccc2Cl)CC1)C1CCS(=O)(=O)C1 (configuration not stated) returned DYRK1A inh -1, RGS4 block inactive, PolyA inhibitor inactive, GSK3beta inhib 1, KCNQ1 inh inactive, KCNK9 block inactive, KCNK3 block inactive, RGS4 pot inactive, hERG rescue -4 and KCNQ1 pot inactive.
`CCC(=O)N1CCc2cc(S(=O)(=O)CCC(=O)NCc3ccc(OC)cc3)ccc21` gave DYRK1A inh -2, RGS4 block inactive, PolyA inhibitor inactive, GSK3beta inhib -2, KCNQ1 inh inactive, KCNK9 block inactive, KCNK3 block inactive, GSK3 alpha inh -1, RGS4 pot inactive, hERG rescue -4 and KCNQ1 pot inactive.
Screening CC1(c2ccc(Cl)cc2)NC(=O)N(CC(=O)NCc2cccs2)C1=O (configuration not stated) returned DYRK1A inh -3, RGS4 block inactive, PolyA inhibitor inactive, GSK3beta inhib -3, KCNQ1 inh inactive, KCNK9 block inactive, KCNK3 block inactive, GSK3 alpha inh 2, RGS4 pot inactive, hERG rescue -2 and KCNQ1 pot inactive.
For N#Cc1cn(CC(=O)N2CCc3ccccc3C2)c2ccccc12 the results were DYRK1A inh -1, RGS4 block inactive, PolyA inhibitor inactive, GSK3beta inhib 4, KCNQ1 inh inactive, KCNK9 block inactive, KCNK3 block inactive, GSK3 alpha inh -2, RGS4 pot inactive, hERG rescue -3 and KCNQ1 pot inactive.
`CCC(COC)NC(=O)c1ccc(OC)c(OC2CCN(C(C)=O)CC2)c1` (configuration not stated) gave DYRK1A inh 1, RGS4 block inactive, PolyA inhibitor inactive, GSK3beta inhib 0, KCNQ1 inh inactive, KCNK9 block inactive, KCNK3 block inactive, GSK3 alpha inh -2, RGS4 pot inactive, hERG rescue -2 and KCNQ1 pot inactive.
CN(C)c1nc(OCc2ccccc2)c2ncc(=O)[nH]c2n1 was read as DYRK1A inh -1, RGS4 block inactive, PolyA inhibitor inactive, GSK3beta inhib -4, KCNQ1 inh inactive, KCNK9 block inactive, KCNK3 block inactive, GSK3 alpha inh -1, RGS4 pot inactive, hERG rescue -9 and KCNQ1 pot inactive.
O=C(NC(C(=O)c1ccccc1)N1CCCCCC1)c1ccco1 (configuration not stated) was read as DYRK1A inh -2, RGS4 block inactive, PolyA inhibitor inactive, GSK3beta inhib 2, KCNQ1 inh inactive, KCNK9 block inactive, KCNK3 block inactive, GSK3 alpha inh -2, RGS4 pot inactive, hERG rescue -8 and KCNQ1 pot inactive.
For CCCC1CCc2c(c3ccccc3[nH]c2=O)O1 (configuration not stated) the results were DYRK1A inh 9, RGS4 block inactive, PolyA inhibitor inactive, GSK3beta inhib -9, KCNQ1 inh inactive, KCNK9 block inactive, KCNK3 block inactive, GSK3 alpha inh -1, RGS4 pot inactive, hERG rescue -5 and KCNQ1 pot inactive.
Screening CCn1cc(C(=O)NCc2ccco2)c(=O)c2cc(S(=O)(=O)N3CC(C)CC(C)C3)ccc21 (configuration not stated) returned DYRK1A inh -4, RGS4 block inactive, PolyA inhibitor inactive, GSK3beta inhib 6, KCNQ1 inh inactive, KCNK9 block inactive, KCNK3 block inactive, GSK3 alpha inh -2, RGS4 pot inactive, hERG rescue -11 and KCNQ1 pot inactive.
For COc1cccc(Cn2nc3c4cc(F)ccc4n(Cc4ccc(F)cc4)cc-3c2=O)c1 the results were DYRK1A inh -3, RGS4 block inactive, PolyA inhibitor inactive, GSK3beta inhib -1, KCNQ1 inh inactive, KCNK9 block inactive, KCNK3 block inactive, GSK3 alpha inh 0, RGS4 pot inactive, hERG rescue -3 and KCNQ1 pot inactive.
For CCOC(=O)c1cccc(NC(=O)/C(=C\c2ccccc2)NC(=O)c2ccccc2Cl)c1 the results were DYRK1A inh 0, RGS4 block inactive, PolyA inhibitor inactive, GSK3beta inhib 1, KCNQ1 inh inactive, KCNK9 block inactive, KCNK3 block inactive, GSK3 alpha inh -2, RGS4 pot inactive, hERG rescue -3 and KCNQ1 pot inactive.

Only part of the results is shown; count on the stated rates, not on these rows.
